Screening results (PubChem BioAssay)
sPLA2-III inh: Inhibits HGIII-sPLA2 liposome hydrolysis, primary screen; AID 743126; QFRET BODIPY PC-A2 liposome hydrolysis, fluorescence; Q9NZ20; actives 0.56% (n = 370,000); inhibition, % at 12.2 µM;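 active means inhibition above mean plus 3 SD of compounds lying within the high and low control bounds, cut at about 19% in these data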;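 further: 0% = median of test compound wells and 100% = no enzyme DMSO wells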
Target sequence (Q9NZ20 whole entry, looked up): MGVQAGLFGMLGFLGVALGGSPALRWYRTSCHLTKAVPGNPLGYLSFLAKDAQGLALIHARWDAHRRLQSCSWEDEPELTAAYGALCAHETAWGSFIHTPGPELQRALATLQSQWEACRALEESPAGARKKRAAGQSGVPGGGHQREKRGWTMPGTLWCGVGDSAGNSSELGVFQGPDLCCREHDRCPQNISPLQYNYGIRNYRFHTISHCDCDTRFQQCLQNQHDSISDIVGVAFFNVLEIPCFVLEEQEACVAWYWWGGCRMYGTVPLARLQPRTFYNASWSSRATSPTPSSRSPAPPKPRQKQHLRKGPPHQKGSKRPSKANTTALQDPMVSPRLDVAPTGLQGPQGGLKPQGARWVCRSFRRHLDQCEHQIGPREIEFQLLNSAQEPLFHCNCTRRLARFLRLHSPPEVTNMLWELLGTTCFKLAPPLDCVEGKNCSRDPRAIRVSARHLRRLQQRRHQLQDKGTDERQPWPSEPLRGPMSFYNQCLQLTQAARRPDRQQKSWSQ
SMARCA2 act: increases SMARCA2 function in MMTV reporter cells; MG213 cells, MMTV-luciferase reporter, dexamethasone, overnight; activation, % at 9.1 µM; actives 1% (n = 370,000); AID 652017; in the data active means activation above about 7.8%;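 further: 0% = vehicle wells and 100% = reference activator wells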
DAX1 inh-1: blocks DAX1 repression of SF-1 activated StAR promoter | HEK293T StAR-luciferase reporter, SF-1/DAX-1 repression relief | AID 652010 | actives 1.1% (n = 370,000) | inhibition, % at 6.8 µM;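 active means inhibition above the mean over all tested compounds plus 3 SD, cut at about 3.6% in these data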;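 further: 0% = DAX-1 cells with DMSO and 100% = cells lacking DAX-1 with DMSO; higher inhibition means more luminescence from relief of DAX-1 repression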
hgDAF12 agonist: activates the H. glycines DAF-12 receptor ligand-binding domain | HEK293 GAL4-hgDAF12 UAS-luciferase reporter, agonist luminescence; normalized to butyrate control | activation, % at 6.8 µM | actives 1.8% (n = 370,000) | AID 687014;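 active means activation above a cutoff set at the mean of all screened compounds plus 3 SD, cut at about 10% in these data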;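 further: 0% = DMSO wells and 100% = sodium butyrate wells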
PLC-beta3 inh: inhibitors of human phospholipase C beta3; Q01970; Purified PLC-beta3, fluorogenic substrate, fluorescence; AID 720704; inhibition, % at 12.2 µM; actives 0.18% (n = 370,000); in the data active means inhibition above about 11%;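 further: 0% = median of compound wells on plate and 100% = full blocker control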
Rev-erbA mod: modulators of human Rev-erb alpha DNA binding; activity, % at 10 µM; AID 1259318; actives 0.79% (n = 370,000); P20393; Rev-erbα–FITC-DNA binding, fluorescence polarization, 90 min;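 active means activity above about 14%, limit read from the data; passing the limit was not always enough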;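 further: 0% = DMSO wells with 35 nM protein and 100% = DMSO wells with 750 nM protein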
DAX1 inh-2: inhibits human nuclear receptor DAX1; actives 0.99% (n = 340,000); AID 504766; P51843; HEK293 Gal4-DAX1 luciferase reporter, luminescence; inhibition, % at 6.75 µM;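 active means inhibition above the mean over all tested compounds plus 3 SD, cut at about 4.2% in these data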;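 further: 0% = DAX1-transfected cells with DMSO and 100% = empty-vector control cells with DMSO; inhibition shows as a rise in luminescence from relieved DAX1 repression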
Target sequence (P51843 207-470 limits assumed): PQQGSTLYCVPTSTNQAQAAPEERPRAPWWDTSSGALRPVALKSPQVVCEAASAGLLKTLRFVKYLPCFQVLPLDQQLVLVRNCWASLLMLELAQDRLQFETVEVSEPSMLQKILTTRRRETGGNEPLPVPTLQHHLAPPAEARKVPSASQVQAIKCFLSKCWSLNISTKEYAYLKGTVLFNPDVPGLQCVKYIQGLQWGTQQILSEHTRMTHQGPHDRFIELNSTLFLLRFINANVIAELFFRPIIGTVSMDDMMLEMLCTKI
ssDAF-12 act: S. stercoralis DAF-12 activation, primary screen. HEK293 ssDAF-12/GRIP1 lit1-tk-luc reporter, luminescence; % of 3 µM dafachronic acid response. activation, % at 6.8 µM. actives 1% (n = 370,000). AID 652126;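 active means activation above the mean over all tested compounds plus 3 SD, cut at about 0.9% in these data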;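 further: 0% = DMSO-only wells and 100% = 3 µM delta7-dafachronic acid wells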
PG9 Ab binder: small molecules binding HIV-1 gp120 antibody PG9; inhibition, % at 6.7 µM; TR-FRET gp120-PG9 antibody binding; actives 0.43% (n = 360,000); in the data active means inhibition above about 8.5%
hcDAF-12 act: activators of H. contortus DAF-12 nuclear receptor; HEK293 hcDAF-12 lit1-tk-luc reporter, luminescence; 0% DMSO, 100% Δ7-dafachronic acid; activation, % at 6.8 µM; actives 1.4% (n = 370,000);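 active means activation above the mean of all tested compounds plus 3 SD, cut at about 5.5% in these data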;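 further: 100% = response to 3 µM Δ7-dafachronic acid high control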
GAA850 FXN act: activators of GAA850 frataxin (FXN) promoter. HEK293 lucGAA850 FXN promoter luciferase reporter, 24 h; percent of 10 µM SAHA response. AID 540364. activation, % at 6 µM. actives 0.56% (n = 360,000);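 active means activation above the average of all compounds screened plus 3 SD, cutoff fixed separately per campaign, cut at about 7.5% in these data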;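 further: 0% = DMSO wells and 100% = 10 µM SAHA wells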
* hit, by the source's call; i = inactive; nt = no result given. Rows were taken by chance. About 7% of those tested had a hit in this group.

SMILES | sPLA2-III inh | SMARCA2 act | DAX1 inh-1 | hgDAF12 agonist | PLC-beta3 inh | Rev-erbA mod | DAX1 inh-2 | ssDAF-12 act | PG9 Ab binder | hcDAF-12 act | GAA850 FXN act
Cc1nc([N+](=O)[O-])cn1CC(O)c1ccc(F)cc1 (configuration not stated) | 3 | 3 | -0.5 | -0.5 | -3 | -8 | 1.7 | -0.5 | -0.5 | -0.3 | 1.4
COC(=O)CSc1nnc(-c2ccncc2)o1 | 2 | 1 | -0.2 | -0.5 | 1 | 0 | 0.8 | -1.8 | 1.2 | -1.6 | -0.3
Cc1cccc(NC2=NCC(=O)N2CCc2ccccc2)c1 | 6 | -4 | -0.2 | -1.5 | -3 | -3 | 1.3 | -1.1 | -0.2 | -1.9 | -1.1
CC1=C(C(=O)OC2CCCCC2)C(c2ccc(O)cc2)NC(=O)N1 (configuration not stated) | -18 | 2 | -0.1 | -1.5 | -5 | 12 | -1.4 | -1.4 | -1.9 | 0.8 | 3.1
Cc1ccccc1-c1ccc(=O)n(CC(=O)Nc2ccc(-n3cnnn3)cc2)n1 | -3 | -3 | -0.8 | -0.3 | -8 | -3 | 1.2 | 0.2 | 1.6 | -0.6 | 2.1
CCN1C(=O)Nc2cccc3cccc1c23 | 0 | 3 | -0.5 | -1.9 | -12 | -6 | 4.8* | -0.5 | -2.7 | 1.0 | 2.9
Cc1ccc(NC(=O)c2ccc(=O)[nH]c2)cc1S(=O)(=O)N1CCCCC1 | -2 | -3 | -0.1 | 0.1 | -9 | -6 | -2.4 | -0.9 | -0.6 | 0.9 | 0.1
COc1ccc2nc(SCC(=O)NCc3ccc(S(N)(=O)=O)cc3)[nH]c2c1 | 4 | -2 | 0.1 | -0.1 | 1 | -2 | 0.3 | -1.2 | -2.2 | -1.4 | 1.1
CC1(C)CC(O)CC(C)(C)N1CC(O)COCCOc1ccc(Br)cc1 (configuration not stated) | -4 | 1 | 0.2 | 0.3 | -1 | -3 | -0.9 | -1.1 | -0.6 | -1.1 | 3.2
CSc1nnc2c(n1)OC(c1ccc(C(=O)O)cc1)N(C(C)=O)c1ccccc1-2 (configuration not stated) | 1 | -1 | 0.6 | 2.2 | -62 | -4 | 0.0 | -1.0 | -0.9 | -0.7 | -1.0
Clc1cccc(Cc2c(-c3ccccc3)nc3ccc(Br)cn23)c1 | -14 | 3 | 1.3 | 7.9 | -8 | 4 | nt | -0.2 | 0.2 | 4.5 | nt
CC(SCc1ccccc1)C(=O)Nc1ccccc1-c1ccccc1 (configuration not stated) | 3 | 1 | -0.5 | 0.1 | 1 | 2 | 1.2 | -1.0 | -1.3 | 6.1* | 0.2
O=C(Nc1cccc2cccnc12)c1ccc2sc([C@@H]3O[C@H](CO)[C@H](O)[C@H](O)[C@H]3O)nc2c1 | -2 | -2 | 0.7 | 1.1 | -4 | 3 | nt | -1.0 | 0.6 | -0.4 | 1.0
O=C(NC(=S)Nc1ccc2c(c1)OCO2)c1ccccc1 | 7 | 6 | 1.6 | 15* | -2 | 2 | 3.5 | 0.7 | -2.4 | 8.7* | 5.0
COc1cccc(-c2cc(C(=O)Nc3ccn(Cc4ccc(C)cc4)n3)no2)c1 | 2 | -2 | 0.5 | 0.2 | -7 | 6 | 0.2 | -1.0 | -1.4 | -0.2 | -2.2
CCOC(=O)C1CCN(C(C(=O)NC2CCCCC2)c2ccc(OC)cc2)CC1 (configuration not stated) | 2 | -2 | 0.1 | 1.0 | 0 | 1 | 0.1 | -0.8 | 0.4 | 0.0 | -1.0
COc1ccc(/C=C2\CC3(OC(=O)C4CCCC4)CCCN2C3)cc1 (configuration not stated) | 5 | -6 | -0.3 | -1.0 | -4 | 1 | nt | -0.7 | nt | 1.1 | nt
Cc1cccc(-n2c(=O)[nH]c3c(C(N)=O)nc(C(C)C)nc32)c1 | 5 | -1 | -1.4 | -1.1 | -58 | -1 | 1.2 | -1.9 | -2.5 | -2.3 | -2.8
O=C(O)c1cc2c(cc1NC(=O)c1ccccc1C(F)(F)F)OCCCO2 | -7 | -3 | 0.0 | -0.2 | -10 | 0 | -1.8 | -1.6 | -1.0 | -0.2 | 1.0
CCOc1ccc(S(=O)(=O)N2CCCC(C(=O)NCc3ccccn3)C2)cc1C (configuration not stated) | 7 | -3 | 0.7 | -2.0 | -1 | 2 | -2.4 | -1.2 | 2.3 | -2.5 | -1.2
COC(=O)C1=C(C)N(CCc2ccccc2)C(=O)C1 | -27 | 0 | -0.8 | 1.3 | -3 | 2 | 1.2 | -1.2 | -2.7 | -0.9 | 0.1
CCC1(CC)NC(=O)N(CC(=O)OCC(=O)NC(=O)c2ccc(Cl)cc2)C1=O | 1 | 0 | 0.2 | -0.6 | -4 | -1 | -0.7 | -1.4 | 1.4 | -1.3 | -0.8
O=C1CCCC2=C1C(c1cccc(O)c1)c1c(ccc3ncccc13)N2 (configuration not stated) | 4 | -3 | 0.0 | -0.4 | -68 | 0 | -0.1 | -0.8 | 1.7 | -0.7 | 0.8
CN(C)C(=O)C[n+]1ccc(/C=N/O)cc1 | -3 | 0 | 0.1 | 0.3 | 1 | 0 | -1.7 | -1.0 | -1.0 | -0.3 | 2.2
COc1cccc(CN2CCCC(C(=O)c3ccc4c(c3)OCO4)C2)c1O (configuration not stated) | -10 | 0 | -0.3 | -0.1 | -11 | 1 | -0.3 | 0.0 | 0.0 | -1.0 | -0.8

Of the compounds above, 5 contain a halogen.
SMILES | sPLA2-III inh | SMARCA2 act | DAX1 inh-1 | hgDAF12 agonist | PLC-beta3 inh | Rev-erbA mod | DAX1 inh-2 | ssDAF-12 act | PG9 Ab binder | hcDAF-12 act | GAA850 FXN act
Cc1nc([N+](=O)[O-])cn1CC(O)c1ccc(F)cc1 (configuration not stated) | 3 | 3 | -0.5 | -0.5 | -3 | -8 | 1.7 | -0.5 | -0.5 | -0.3 | 1.4
CC1(C)CC(O)CC(C)(C)N1CC(O)COCCOc1ccc(Br)cc1 (configuration not stated) | -4 | 1 | 0.2 | 0.3 | -1 | -3 | -0.9 | -1.1 | -0.6 | -1.1 | 3.2
Clc1cccc(Cc2c(-c3ccccc3)nc3ccc(Br)cn23)c1 | -14 | 3 | 1.3 | 7.9 | -8 | 4 | nt | -0.2 | 0.2 | 4.5 | nt
O=C(O)c1cc2c(cc1NC(=O)c1ccccc1C(F)(F)F)OCCCO2 | -7 | -3 | 0.0 | -0.2 | -10 | 0 | -1.8 | -1.6 | -1.0 | -0.2 | 1.0
CCC1(CC)NC(=O)N(CC(=O)OCC(=O)NC(=O)c2ccc(Cl)cc2)C1=O | 1 | 0 | 0.2 | -0.6 | -4 | -1 | -0.7 | -1.4 | 1.4 | -1.3 | -0.8

Next entries
SMILES | sPLA2-III inh | SMARCA2 act | DAX1 inh-1 | hgDAF12 agonist | PLC-beta3 inh | Rev-erbA mod | DAX1 inh-2 | ssDAF-12 act | PG9 Ab binder | hcDAF-12 act | GAA850 FXN act
CCOc1cc(C2NC(=S)NC(C)=C2C(=O)Nc2ccc(OC)cc2)ccc1O (configuration not stated) | 1 | -2 | -0.7 | 1.5 | 1 | 2 | 1.8 | -0.7 | -1.8 | -1.5 | -1.5
CCCCCCCCN1C(=O)[C@@H](CC(=O)N2CCOCC2)C[C@@]2(C(=O)OC)C1=C[C@H](COCc1ccccc1)O[C@@H]2C | -16 | 0 | -0.9 | 3.5 | -2 | 3 | nt | -1.7 | nt | -1.1 | nt
O=C(Nc1ccc(N2CCOCC2)cc1)C1CCCCN1S(=O)(=O)c1ccccc1 (configuration not stated) | 8 | -5 | -0.5 | -2.4 | -5 | -3 | 0.3 | -1.5 | 0.4 | -2.0 | -0.2
Cc1ccc(NC(=O)C2CCCN(S(=O)(=O)c3ccc(-n4cnnn4)cc3)C2)cc1 (configuration not stated) | 5 | 1 | -0.7 | 0.6 | -1 | -1 | -1.2 | -1.2 | -0.5 | -0.9 | 1.0
NC(CCC(=O)NC(CS)C(=O)NCC(=O)O)C(=O)O (configuration not stated) | 5 | -6 | 0.0 | 0.1 | -2 | 2 | 0.3 | -1.1 | -2.0 | -0.4 | -1.8
CC1CN(C(=O)/C=C/c2ccc3c(c2)OCO3)CC(C)O1 (configuration not stated) | 7 | -2 | 0.1 | 2.2 | -55 | 1 | 2.6 | -1.4 | 0.9 | -0.1 | -0.3
Clc1nc2sccn2c1/C=N/n1cnc2ccccc21 | 17 | -1 | 0.5 | 4.9 | -4 | -4 | -1.1 | -0.8 | -1.4 | 2.6 | 9.1*
O=C(Nc1ccc(N2CCN(Cc3ccccc3)CC2)cc1)c1ccccc1[N+](=O)[O-] | 3 | 0 | 0.0 | 3.0 | 2 | 0 | 1.8 | -1.1 | -2.6 | -1.0 | 0.6
O=C1CN(CC(=O)N2CCCCC2)c2ccccc2O1 | 3 | 2 | -1.8 | -3.6 | -3 | 0 | -0.4 | -1.3 | -2.6 | 2.3 | 1.7
CCN(CC)S(=O)(=O)c1ccc(NC(=O)C(C)N(c2ccc(OC)cc2)S(C)(=O)=O)cc1 (configuration not stated) | -41 | -4 | -1.0 | -3.6 | -2 | -2 | -1.1 | -1.3 | -0.3 | -1.7 | 2.4
COc1ccccc1NC(=O)COc1ccc(/C=N/NS(=O)(=O)c2ccc(C)cc2)cc1 | -34 | 0 | -0.5 | 0.7 | 2 | -6 | -0.8 | -1.3 | 0.7 | -1.6 | -1.3
O=C(NC(=S)Nc1ccccc1N1CCOCC1)c1sc2ccccc2c1Cl | 2 | 1 | -0.2 | -0.9 | 1 | 2 | -1.0 | -0.4 | -1.3 | -0.5 | -2.0
O=C(CSc1cn(CC(=O)N2CCCC2)c2ccccc12)NCC1CCCO1 (configuration not stated) | 2 | 2 | -0.2 | 1.0 | -3 | -5 | -0.1 | -1.6 | -0.3 | -0.7 | 0.7
COc1ccc(C(=O)c2c(-c3cccc(C)c3)oc3ccc(N4CCOCC4)cc23)cn1 | 8 | 0 | -0.7 | -1.7 | -101 | 2 | -0.2 | -1.3 | -2.7 | -3.7 | -0.1
COc1ccccc1OCC(=O)NCCSCc1ccc(Cl)cc1 | -7 | 0 | 0.7 | -1.1 | -3 | -5 | 0.7 | -1.4 | -1.5 | -1.5 | 5.3
CCN(C(=O)c1cc2cccc(OC)c2oc1=O)C1CCCCC1 | 0 | 1 | -0.2 | 0.3 | -41 | -2 | 1.0 | -0.9 | 0.4 | -0.3 | 1.3
Cc1ccc(NC(=O)COC(=O)c2cc(Cl)ccc2[N+](=O)[O-])c(C)c1 | 20* | -6 | -1.4 | 2.9 | -3 | 0 | 0.6 | -0.8 | -0.1 | 4.9 | 0.4
CCn1nc(C)c(NC(=O)Nc2cccc(Cl)c2Cl)c1C | -2 | -1 | 0.1 | 0.1 | 4 | 1 | 0.8 | -1.3 | -0.9 | -0.9 | 0.2
CC(=O)Nc1sc2c(c1-c1nc(-c3ccccc3)cs1)CCN(C(C)C)C2 | -44 | nt | nt | 5.8 | i | 3 | nt | -0.1 | nt | 6.3* | nt
O=C(c1cc2cc(Br)ccc2s1)N1CCOCC1 | 0 | 3 | -0.6 | 1.4 | -5 | -4 | -0.3 | -2.2 | 0.9 | -0.3 | 2.0
